From PubChem BioAssay
Giardia FBPA inh: blocks Giardia fructose-bisphosphate aldolase activity. A8B2U2. purified Giardia FBPA. Potency, µM (highest dose often 59.6 µM), for inactives: at the top dose activity, negative = inhibition, usual class: inhibitors. 290,000 tested, 0.71% active; note: potency is the fitted concentration of half-maximal effect; nearly all actives have a fitted effect of over 55% in size
Target sequence (A8B2U2 whole entry, looked up): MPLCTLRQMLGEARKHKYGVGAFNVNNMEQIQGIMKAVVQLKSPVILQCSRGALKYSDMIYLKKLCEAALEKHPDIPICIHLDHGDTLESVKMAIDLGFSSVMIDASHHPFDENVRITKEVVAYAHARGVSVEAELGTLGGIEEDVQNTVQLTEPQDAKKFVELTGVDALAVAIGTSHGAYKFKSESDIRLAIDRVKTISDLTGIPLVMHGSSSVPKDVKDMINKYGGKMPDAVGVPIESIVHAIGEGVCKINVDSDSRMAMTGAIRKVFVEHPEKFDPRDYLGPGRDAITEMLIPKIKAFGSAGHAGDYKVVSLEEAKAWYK
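Giardia FBPA (40 nM reagent) was preincubated 10 min at RT with compound (up to 57.5 uM final), then substrate plus GAPDH/TPI/NAD/arsenate coupling system with diaphorase/resazurin was added; resorufin fluorescence (525/598 nm) was read after 20 min.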
HCMV inh: blocks human cytomegalovirus replication | 410,000 tested, 4.5% active | HFF cells, HCMV-luciferase reporter, 72 h; hits give low values | activity change, negative = inhibition, % at 57.5 µM; in the data active = activity change below about -60%; inconclusive = no clear call, values can overlap the other calls; inactive = above about -39%
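Inhibition of viral replication was scored as loss of reporter luminescence in HFFs infected with HCMV-luciferase (MOI 1 PFU/cell) for 72 h; compounds tested at 2 doses, normalized to buffer and Salinomycin controls.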
HCV inhibitor: inhibitors of hepatitis C virus infection; Potency, µM (highest dose often 41.8 µM), without a hit: at the top dose activity change, negative = inhibition, actives largely listed as inhibitors; Huh7.5.1 HCVcc-Cre infection, luciferase reporter, 44 h; 340,000 tested, 3.4% active; note: potency is the fitted concentration of half-maximal effect
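Infectious HCVcc-Cre (~0.5 moi) was added to cells just after compound, with cells seeded 4 h earlier at 1,000 per well. Luciferase activity after 44 h culture reported infection; substrate was incubated 15 min at room temperature before reading.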
AMA1-RON2 inh: disrupts binding of P. falciparum AMA1 to RON2; AlphaScreen AMA1-biotinylated RON2 peptide binding; Potency, µM (highest dose often 58.2 µM), inactives show at the top dose activity change, negative = inhibition, actives largely listed as inhibitors; 360,000 tested, 0.2% active; AID 720542;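 note: potency is the fitted concentration of half-maximal effect; 0% = vehicle wells and -100% = peptide control; nearly all actives have a fitted effect of over 45% in size; some results filed as inactive show a strong effect at the top dose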
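AMA1 (3D7) with his tag at 25 nM final met compounds first, then biotinylated RON2 peptide at 25 nM; detection used donor plus acceptor beads, 10 µg/mL apiece, read by AlphaScreen after 30 min at room temperature.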
AmpC detergent: blocks E. coli AmpC beta-lactamase in detergent assay; 370,000 tested, 0.041% active; Potency, µM (top dose mostly 114 µM), without a hit: at the highest dose activity change, negative = inhibition, actives largely listed as inhibitors; P00811; AmpC hydrolysis of nitrocefin, absorbance 480 nm, 0.01% Triton;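 note: potency is the fitted concentration of half-maximal effect; 0% = no-compound wells and -100% = no-enzyme wells; nearly all actives have a fitted effect of over 25% in size; some results filed as inactive show a strong effect at the top dose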
Target sequence (P00811 whole entry, looked up): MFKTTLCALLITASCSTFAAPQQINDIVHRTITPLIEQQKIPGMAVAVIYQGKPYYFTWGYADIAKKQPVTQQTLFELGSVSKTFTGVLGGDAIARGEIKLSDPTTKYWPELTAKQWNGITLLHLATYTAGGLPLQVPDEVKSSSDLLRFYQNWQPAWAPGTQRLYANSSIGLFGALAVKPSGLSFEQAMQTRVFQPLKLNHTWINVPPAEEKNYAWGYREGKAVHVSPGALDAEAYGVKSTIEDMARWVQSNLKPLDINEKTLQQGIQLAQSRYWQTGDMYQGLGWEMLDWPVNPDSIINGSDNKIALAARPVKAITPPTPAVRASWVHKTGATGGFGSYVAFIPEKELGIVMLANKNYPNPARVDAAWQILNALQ
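20 mM phosphate pH 7.0 + 0.01% (detergent screen) or 0.0001% Triton X-100; 5.3 nM AmpC reagent; cpd preinc 15 min RT; nitrocefin (800 uM stock) to start; A480 q20 s × 4 min; Activity was normalised to no-enzyme and no-compound control wells.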
Sm TGR inh: inhibitors of Schistosoma mansoni thioredoxin glutathione reductase | Q962Y6 | purified TGR, DTNB reduction, TNB absorbance 405 nm | Potency, µM (top dose mostly 114 µM), without a hit: at the top dose activity change, negative = inhibition, usual class: inhibitors | 360,000 tested, 3% active; note: potency is the fitted concentration of half-maximal effect; nearly all actives have a fitted effect of over 60% in size
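First, TGR (20 nM dispensed) and NADPH were mixed with compound. Second, a 15 min room-temperature incubation followed. Third, further NADPH and then DTNB were added to start the reaction. Finally, TNB absorbance was monitored kinetically.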
An asterisk follows results filed as active; ? = inconclusive; . = not tested or not shown; [ ] = dose if it differs, or a comment. Unless noted, calls come from the whole dose curve; as a rule, active = well fitted curve in the direction sought with a large enough effect; inconclusive = small, poorly fitted or top-dose-only effect, or another doubt; inactive = no such curve, though single readings can be large; an effect the other way counts as inactive or inconclusive. Unless noted, % is set by controls: 0 for no effect and ±100 for the full control effect.

Values in the order: AMA1-RON2 inh | Sm TGR inh | AmpC detergent | Giardia FBPA inh | HCMV inh | HCV inhibitor
> [O-][n+]1ccc(OCc2ccccc2)cc1
  11% | . | . | . | 23 | 13%
> CC1=C(C(=O)OC2CCCCC2)C(c2ccco2)C2=C(CC(C)(C)CC2=O)N1 (configuration not stated)
  1% | -26% | ? | -5% | ? | 3%
> Cc1ccc(NC(=S)NCCO)c(C)c1
  -3% | 0% | -2% | -12% | -4 | 1%
> NC(=O)CSc1nnc(NC(=O)c2ccc3ccccc3c2)s1
  -6% | -12% | -13% | . | 27 | 10%
> N#Cc1ccccc1Cn1c(=O)n(CCC(=O)NCc2ccco2)c(=O)c2ccccc21
  -9% | -9% | -14% | -2% | -15 | 1%
> CCC1=Nc2cc(C(=O)N3CCC4(CC3)OCCO4)ccc2Sc2ccc(C)cc21
  -4% | 7% | 7% | -22% | -33 | -1%
> O=C1NC2(CCCCCCC2)C(=O)N1Cc1ccc(F)cc1
  -3% | 5% | 4% | 3% | ? | 30%
> CCc1cc(Cn2nc(-c3ccccc3)cc2C(=O)NCC2CC2)on1
  3% | -3% | ? | . | 18 | -27%
> CCc1cccc(NC(=O)C(c2ccccc2)N2Cc3ccccc3C2=O)c1 (configuration not stated)
  . | 1% | 0% | . | 9 | .
> COc1ccc(COC(=O)C2=C(C)NC(=O)NC2c2ccccc2F)cc1 (configuration not stated)
  2% | 0% | -12% | -2% | -23 | ?
> COc1cc(N)c(Cl)cc1C(=O)OCC(=O)Nc1ccc(N2CCOCC2)cc1
  2% | . | . | . | 15 | -14%
> Cc1cccc(NC(=S)Nc2cccc(C(F)(F)F)c2)n1
  23% | -7% | -8% | 5% | 24 | -25%
> Cc1nc(-c2ccccc2)sc1C1(C)CC(c2c(Cl)cccc2Cl)=NO1 (configuration not stated)
  -2% | -4% | 7% | -4% | -11 | -15%[8.37 µM]
> O=C(Nc1ccc(Cl)cc1)C1C2C=CC3(O2)C1C(=O)N(CCCN1CCCCC1)C3C(=O)NC1CCCCC1 (configuration not stated)
  -4% | -2% | -10% | -14% | -32 | -13%
> CCC(=O)N1CCc2cc(S(=O)(=O)CCC(=O)N3CCN(c4ccccc4)CC3)ccc21
  -2% | -6% | ? | 7% | 0 | 3%
> CN1CCc2c(C#N)c(N3CCOCC3)nc(NCC3CCCO3)c2C1 (configuration not stated)
  -4% | -2% | 1% | -27% | -21 | -14%
> Cc1ccc(S(=O)(=O)NCC(c2cccnc2)N2CCOCC2)cc1 (configuration not stated)
  8% | -4% | 2% | 1% | -79* | 3%
> C[C@H](CO)N1C[C@H](C)[C@@H](CN(C)S(=O)(=O)c2cccs2)Oc2ccc(NS(=O)(=O)c3ccccc3)cc2CC1=O
  -1% | . | . | . | 7 | 10%
> Cc1ccc(C(=O)CSc2nc3ccc(C(=O)NCCN4CCCCC4)cc3c(=O)[nH]2)cc1
  14% | ? | -6% | -3% | 10 | 20%
> COc1ccc(C(=O)CN(C(=O)c2ccc(Cl)cc2)N2C(=O)C3CCCCC3C2=O)cc1 (configuration not stated)
  -8% | -8% | ? | -2% | 29 | 0%
> CC(C)CC(c1nnnn1CC1CCCO1)N1CCN(c2cccc(Cl)c2)CC1 (configuration not stated)
  -3% | -13% | -4% | 1% | 15 | 7%
> COc1ccc(NC(=O)CN2C(=O)NC3(CCCC3)C2=O)cc1OC
  5% | -9% | ? | -2% | -5 | 14%
> COCc1nnc(NS(=O)(=O)c2ccc(NC(C)=O)cc2)s1
  4% | 5% | 0% | 9% | -15 | 16%
> CC(=O)N1CCN(c2ccccc2NC(=O)c2ccc(-c3cccc([N+](=O)[O-])c3)o2)CC1
  1% | ? | -11% | 1% | 6 | ?
> O=C(Nc1ccc(Cl)cc1)C1(S(=O)(=O)c2ccccc2)CC1
  3% | . | . | . | -24 | 7%
> O=C(COc1ccc2c3c(c(=O)oc2c1)CCC3)NCc1ccccn1
  -6% | -7% | 2% | . | -9 | -4%
> Cc1ccc(-c2nc3c(cnn3-c3ccccc3)c(=O)n2-c2ccc(Cl)cc2)cc1
  . | -7% | -11% | . | 1 | .
> CSc1nnc(-c2sc3cc(Cl)ccc3c2Cl)n1C
  0% | 3% | 2% | 0% | ? | ?
> C=CCSc1nc2ccsc2c(=O)n1-c1ccccc1
  -16% | 10% | 1% | 2% | -7 | -3%
> CC(C)(C)OC(=O)C[C@H]1C/C=C\C[C@@H](CC(=O)N(CCO)Cc2ccccc2)C(=O)N[C@@H](Cc2ccccc2)COC1=O
  2% | . | . | . | 11 | 1%
> COc1ccc(-c2nn(-c3ccccc3)cc2C(=O)NCCCn2ccnc2)cc1
  -16% | -21% | ? | 12% | 21 | -4%
> Cc1nnc(SCC(=O)NC(=O)Nc2ccc3c(c2)OCCO3)s1
  -17% | 4% | 1% | -1% | 5 | 13%
> CC(=O)Nc1ccc(NC(=O)C(OC(=O)c2ccccc2)C(OC(=O)c2ccccc2)C(=O)O)cc1 (configuration not stated)
  -14% | ? | 7% | 6% | -26 | 10%
> O=C1/C(=C/c2cccs2)CCc2ccccc21
  -5% | 0% | -11% | -1% | -19 | 6%
> CC(C)c1ccc(OCC(=O)N2CCN(C)CC2)c(Br)c1
  -1% | -14% | ? | 1% | -4 | -12%
> c1ccc(Cn2nnc3cnccc32)cc1
  -5% | 9% | -3% | -1% | 14 | 12%
> NC(=O)c1cc(S(=O)(=O)NCC2CCC(C(=O)Nc3ccc(Cl)cc3)CC2)cs1 (configuration not stated)
  . | 4% | -4% | . | -8 | .
> Cc1c(Cl)cccc1NCC(=O)NN=C1CCCC1
  86%[activator] | . | 7% | -5% | -34 | 16%
> O=C(c1ccc(Br)o1)N1CCN(C23CC4CC(CC(C4)C2)C3)CC1
  -7% | . | . | . | -31 | 26%
> C=C(C)c1cccc(C(C)(C)NC(=O)Nn2cnnc2)c1
  -1% | 0% | -14% | -9% | 8 | 17%
> Cc1ccccc1C(=O)Nc1ccnn1C1CCN(Cc2cccnc2)CC1
  -3% | 1% | 5% | -3% | -28 | 18%
> COc1cc(C2C(C#N)=C(N)Oc3cc(C)n(CCc4ccccc4)c(=O)c32)cc2c1OCO2 (configuration not stated)
  -9% | -2% | 0% | 9% | 32 | 3%
> O=C(Nc1ccc(Cl)cc1)c1ccc2oc(=O)n(Cc3ccccc3)c2c1
  . | 3% | 9% | . | ? | .
> COc1ccc(-c2oc(NC(=O)CSc3nncn3C)c(C#N)c2-c2ccc(OC)cc2)cc1
  -8% | -17% | -5% | 0% | -13 | -16%
> O=C(c1ccc2nccnc2c1)N1CCN(c2cccc(C(F)(F)F)c2)CC1
  28% | -9% | -1% | . | -23 | 4%
> Cc1ccc(CNS(=O)(=O)c2ccccc2[N+](=O)[O-])cc1
  -1% | -2% | 2% | -8% | -34 | -3%
> CCc1cc(=O)oc2cc(OS(C)(=O)=O)ccc12
  -6% | . | . | . | 33 | -10%
> CC(OC(=O)C1CSC2(c3ccc(F)cc3)CCC(=O)N12)C(=O)NC(N)=O (configuration not stated)
  1% | 2% | -9% | 0% | -39 | 8%
> Cc1ccc(C(=O)NCCNC(=O)c2ccccc2)cc1
  2% | 13% | ? | 1% | 56 | 8%
> CC(=O)N1CCN(CC(=O)Nc2cccc(S(=O)(=O)N3CCCCCC3)c2)CC1
  0% | -14% | ? | 1% | -26 | 6%
> CC(C)Cc1nnc(NC(=O)CSc2ccccn2)s1
  12% | 11% | 8% | -10% | 15 | -11%
> Cc1cnc(=O)[nH]c1SCc1ccc(C(F)(F)F)cc1
  -7% | -2% | 2% | -21% | -5 | -1%
> CC(=O)Nc1ccc(NC(=O)C(C)OC(=O)CNC(=O)c2ccc(-c3ccccc3)cc2)cc1 (configuration not stated)
  25% | 1% | -11% | . | -6 | 34%[activator]
> COc1ccc(S(=O)(=O)Nc2cc(C(=O)NC(C)C)ccc2N2CCOCC2)cc1
  -1% | -12% | -8% | 7% | 7 | -5%
> CCCCn1c(=O)c(C(=O)Nc2ccccc2N)c(O)c2ccccc21
  129%[activator] | -8% | 3% | 12% | -13 | ?
> Cn1c(=O)oc2cc(S(=O)(=O)NC(Cc3ccccc3)C(=O)Nc3ccc(F)c(Cl)c3)ccc21 (configuration not stated)
  . | 1% | -9% | . | 0 | .
> CCCCn1c(N)c(N(CCOC)C(=O)C2CCN(S(=O)(=O)c3ccc(C)cc3)CC2)c(=O)[nH]c1=O
  -5% | -17% | ? | . | -20 | ?
> O=C(O)Cn1nc(C(F)(F)F)c2c1CCC2
  1% | 7% | -9% | 12% | 16 | 18%
> O=C(CN1N=C(c2ccc(Cl)cc2)CCC1=O)NCc1cccnc1
  -6%[11.6 µM] | -4% | -11% | 9% | -26 | 2%
> C=CCn1c(SCc2cccc3ccccc23)nnc1-c1cccnc1
  -8% | -1% | -11% | -11% | -16 | 0%
> COC(=O)CCNC(=O)c1nn(Cc2ccccc2)c(=O)c2ccccc12
  3% | 7% | 0% | 0% | 39 | 13%
> CCCOC(=O)C(C)Sc1n[nH]c(=O)[nH]c1=O (configuration not stated)
  -8% | -1% | 0% | -6% | -38 | 5%
> CCOC(=O)c1ccc(NS(=O)(=O)c2ccc(Cl)nc2)cc1
  . | 11% | -2% | 11% | . | .

Structural class, the compounds so far containing fluorine.
Values in the order: AMA1-RON2 inh | Sm TGR inh | AmpC detergent | Giardia FBPA inh | HCMV inh | HCV inhibitor
> O=C1NC2(CCCCCCC2)C(=O)N1Cc1ccc(F)cc1
  -3% | 5% | 4% | 3% | ? | 30%
> COc1ccc(COC(=O)C2=C(C)NC(=O)NC2c2ccccc2F)cc1 (configuration not stated)
  2% | 0% | -12% | -2% | -23 | ?
> Cc1cccc(NC(=S)Nc2cccc(C(F)(F)F)c2)n1
  23% | -7% | -8% | 5% | 24 | -25%
> O=C(c1ccc2nccnc2c1)N1CCN(c2cccc(C(F)(F)F)c2)CC1
  28% | -9% | -1% | . | -23 | 4%
> CC(OC(=O)C1CSC2(c3ccc(F)cc3)CCC(=O)N12)C(=O)NC(N)=O (configuration not stated)
  1% | 2% | -9% | 0% | -39 | 8%
> Cc1cnc(=O)[nH]c1SCc1ccc(C(F)(F)F)cc1
  -7% | -2% | 2% | -21% | -5 | -1%
> Cn1c(=O)oc2cc(S(=O)(=O)NC(Cc3ccccc3)C(=O)Nc3ccc(F)c(Cl)c3)ccc21 (configuration not stated)
  . | 1% | -9% | . | 0 | .
> O=C(O)Cn1nc(C(F)(F)F)c2c1CCC2
  1% | 7% | -9% | 12% | 16 | 18%
